Screening results as filed in PubChem.
TAAR1 ag – human TAAR1 agonism. activation, % at 3 µM. Q96RJ0. hit rate 0.99% among 360,000. CHO RD-HGA16 TAAR1, Fluo-8 calcium fluorescence; vehicle wells 0%, saturating PEA agonist 100%;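 active means activation above the mean activation of all test compounds in the run plus 3 SD, cut at about 38% in these data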
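Repeats: no replicates (n 1) | Material: CHO-derived RD-HGA16 cells with stable Gα16 and human TAAR1 | Technique: Kinetic Fluo-8 calcium fluorescence | Schedule: 17-24 h seeding, 75 min 37 °C dye, 30 min RT | Evaluation: % activation from peak over basal fluorescence ratio, DMSO-to-PEA scaled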
M1 antag – blocks human M1 muscarinic receptor | P11229 | CHO-K1 hM1, Fluo-8 calcium fluorescence, ACh EC80 antagonist | inhibition, % at 3 µM | hit rate 1.3% among 360,000;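 active means percent inhibition above its own plate's cutoff, namely the mean of that plate's compound wells plus 3 SD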;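 further: peak over basal fluorescence ratio during 140 s after agonist addition; 0% = ACh EC80 plus DMSO and 100% = DMSO alone without agonist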
M1 PAM – positive allosteric modulators of human M1 muscarinic receptor; activation, % at 3 µM; P11229; CHO-K1 hM1, Fluo-8 calcium fluorescence, ACh EC20; 0% = ACh EC20, 100% = maximal ACh; hit rate 0.088% among 360,000; in the data active means activation above about 19%, passing the limit was not always enough
M1 ag – agonists of human M1 muscarinic receptor; activation, % at 3 µM; AID 588814; CHO-K1 hM1, Fluo-8 calcium fluorescence, agonist mode; 0% DMSO, 100% acetylcholine EC100; hit rate 0.33% among 360,000;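 active means activation above the run's mean compound activation plus 3 SD, cut at about 16% in these data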;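 further: peak over basal fluorescence ratio within a 140 s kinetic read after compound addition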
OXTR agonist – activates the human oxytocin receptor. P30559. CHO-OTR cells, Fluo-8 calcium fluorescence; normalized: DMSO 0%, oxytocin 100%. activation, % at 3 µM. hit rate 0.32% among 320,000;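 active means activation above the mean of all tested compounds plus 3 SD, cutoff set per screening run, cut at about 20% in these data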;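 further: peak over basal fluorescence ratio from a 100 s FLIPR kinetic read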
Target sequence (P30559 whole entry, looked up): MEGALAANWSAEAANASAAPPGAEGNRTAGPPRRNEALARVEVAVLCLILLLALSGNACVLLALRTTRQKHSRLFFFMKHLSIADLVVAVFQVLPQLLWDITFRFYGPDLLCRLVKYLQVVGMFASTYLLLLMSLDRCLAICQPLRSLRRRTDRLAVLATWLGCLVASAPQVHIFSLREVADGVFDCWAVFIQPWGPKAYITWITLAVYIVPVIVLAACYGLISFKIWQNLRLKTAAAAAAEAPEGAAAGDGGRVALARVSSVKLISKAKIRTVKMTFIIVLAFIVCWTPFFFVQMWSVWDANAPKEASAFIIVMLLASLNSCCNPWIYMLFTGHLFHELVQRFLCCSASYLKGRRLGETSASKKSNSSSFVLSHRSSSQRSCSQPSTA
V1R ag counter – activates human V1a receptor in oxytocin agonist counter-screen. hit rate 0.25% among 320,000. activation, % at 3 µM. P37288. CHO-V1R cells, Fluo-8 calcium fluorescence, agonist mode; 0% DMSO, 100% 3 nM vasopressin;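 active means activation above the mean activation of all tested compounds plus 3 SD, per screening run, cut at about 20% in these data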;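 further: signal is peak over basal fluorescence ratio across a 100 second FLIPR read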
Target sequence (P37288 whole entry, looked up): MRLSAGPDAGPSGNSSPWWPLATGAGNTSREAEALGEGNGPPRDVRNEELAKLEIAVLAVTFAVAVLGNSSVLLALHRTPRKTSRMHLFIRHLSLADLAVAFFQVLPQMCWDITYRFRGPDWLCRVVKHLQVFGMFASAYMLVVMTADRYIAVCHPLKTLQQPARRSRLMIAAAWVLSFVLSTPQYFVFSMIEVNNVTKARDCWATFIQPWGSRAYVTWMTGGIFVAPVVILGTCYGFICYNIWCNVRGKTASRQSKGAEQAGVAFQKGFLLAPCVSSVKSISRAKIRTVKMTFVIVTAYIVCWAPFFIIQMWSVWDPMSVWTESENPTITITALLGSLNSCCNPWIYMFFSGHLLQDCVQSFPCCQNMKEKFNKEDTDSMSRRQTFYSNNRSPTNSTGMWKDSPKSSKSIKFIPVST
CHO parental Ca – counter-screen for OX1R antagonists: effect in parental CHO cells; AID 463079; inhibition, % at 5.6 µM; hit rate 0.63% among 330,000; parental CHO-K1, ATP-induced calcium, Fluo-8 fluorescence;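 active means inhibition above that plate's mean sample inhibition plus 3 SD, cut at about 26% in these data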;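 further: 0% = ATP-challenged DMSO wells and 100% = DMSO wells without ATP; some compounds past the cut are filed as inactive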
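Test system: untransfected parental CHO cell line. Compound: one dose, 5.6 µM nominal. Detection: intracellular calcium via Fluo-8 no-wash fluorescent dye. Measure: % inhibition. Benchmarks: ATP-challenged DMSO wells low, unchallenged DMSO wells high.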
OXTR potentiator – potentiates the human oxytocin receptor response | P30559 | hit rate 0.061% among 320,000 | activation, % at 3 µM | AID 2445 | CHO-OTR cells, Fluo-8 calcium fluorescence, potentiator mode; 0% = oxytocin EC15, 100% = EC100;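 active means activation above that plate's cutoff, the mean activation of tested compounds plus 3 SD, cut at about 6.6% in these data, passing the limit was not always enough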;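 further: 100% uses oxytocin at 75 nM as the full agonist control; some results filed as inactive read as strong as hits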
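System: human OTR in CHO cells; Also added: sub-maximal oxytocin, roughly EC15; Timing: compound 6 min at room temperature before oxytocin, 100 s read; Technique: Fluo-8 intracellular calcium fluorescence, ex 470-495, em 515-575 nm; Controls: oxytocin EC15 low and EC100 high; Replication: singlicate.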
TAAR1 antagonist – antagonists of human TAAR1; CHO RD-HGA16 TAAR1, Fluo-8 calcium fluorescence, antagonist; hit rate 1.5% among 360,000; inhibition, % at 3 µM; AID 624466;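 active means inhibition above a per-plate cutoff, the mean inhibition of test compounds on that plate plus 3 SD, cut at about 49% in these data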;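 further: 0% = DMSO plus EC80 beta-PEA response and 100% = DMSO alone without agonist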
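Assay system: CHO-derived RD-HGA16 cells stably expressing human TAAR1 plus Gα16. Timing: 140 s kinetic read after compound, 140 s after agonist. Technique: kinetic Fluo-8 calcium fluorescence measurement. Measure: % inhibition of agonist calcium response.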
* = called active by the depositor; nt = no result given.

Codes: A = TAAR1 ag; B = M1 antag; C = M1 PAM; D = M1 ag; E = OXTR agonist; F = V1R ag counter; G = CHO parental Ca; H = OXTR potentiator; I = TAAR1 antagonist
> C[C@H]1CN([C@@H](C)CO)C(=O)CCCn2nncc2CO[C@H]1CN(C)S(=O)(=O)c1ccccc1
  A: 3; B: 4; C: 4; D: -1; E: nt; F: nt; G: nt; H: nt; I: -15
> CC(C)Oc1ccc(CCC(=O)NNC(=O)c2ccccc2C(=O)O)cc1
  A: 6; B: -1; C: -1; D: -4; E: -0.2; F: 0.2; G: -2; H: -6; I: -13
> COc1ccc(NC(=O)CSc2nnc(C3CCCCC3)n2N)c(OC)c1
  A: 0; B: -1; C: 2; D: -2; E: 0.2; F: -0.6; G: -6; H: -7; I: -16
> CC1CCN(C(=O)CSc2nc(C3CC3)nc3ccccc23)CC1
  A: 6; B: -3; C: 0; D: -6; E: -0.1; F: -1.0; G: -10; H: -15; I: -2
> NS(=O)(=O)c1ccc(CCNC(=O)CCCn2c(=O)[nH]c3ccc(Br)cc3c2=O)cc1
  A: 6; B: 0; C: -3; D: -7; E: -1.5; F: -0.2; G: -12; H: -8; I: 1
> COC(=O)c1scc(C)c1NC(=O)C1CCCCC1
  A: 6; B: -29; C: 18; D: 0; E: -0.1; F: -0.6; G: -3; H: -6; I: 9
> O=C(Nc1cccnc1)Nc1ccc(F)c(Cl)c1
  A: 51*; B: 9; C: -14; D: 9; E: 17; F: 9.3; G: -2; H: -11; I: 6
> COc1ccc(S(=O)(=O)n2cnc3ccccc32)cc1
  A: 3; B: -15; C: 6; D: -4; E: 0.4; F: 0.4; G: 2; H: 2; I: -10
> Cc1cc(OCC(=O)Nc2ccc3oc(-c4ccncc4)nc3c2)ccc1Cl
  A: 4; B: -6; C: 8; D: -1; E: 0.9; F: 0.4; G: -4; H: -3; I: -6
> Cc1ccc(C)c(-c2nnc(NC(=O)Cc3ccccc3)o2)c1
  A: -1; B: -9; C: 3; D: -4; E: -0.1; F: -0.3; G: -6; H: -3; I: -11
> Cc1ccc2c(c1)N(C(=O)CCC(=O)NCCCN(C)Cc1ccccc1)CCO2
  A: 1; B: -6; C: -2; D: -12; E: -1.6; F: -0.3; G: -11; H: -8; I: -13
> Cc1ncc(CN2CCC(CO)(CCc3ccccc3)CC2)s1
  A: 0; B: -27; C: 17; D: -5; E: 1.4; F: 0.4; G: -15; H: -1; I: -23
> CCCC(=O)NC(Nc1ccccc1OC)C(Cl)(Cl)Cl (stereo not drawn)
  A: -4; B: -27; C: 0; D: -8; E: -2.0; F: -0.7; G: -15; H: 1; I: -2
> CC(C)(C)NC(=S)NCc1cccnc1
  A: 8; B: -10; C: 7; D: -3; E: 0.1; F: 0.2; G: 0; H: -6; I: 5
> COc1ccc(C(=O)O/N=C(\N)c2ccc(OC)c(OC)c2)c(OC)c1
  A: nt; B: -15; C: 6; D: -5; E: -1.1; F: 0.2; G: -6; H: -4; I: nt

An excerpt from above in order of their number in M1 ag, rising.
SMILES	M1 antag	M1 PAM	M1 ag	OXTR potentiator	TAAR1 antagonist
Cc1ncc(CN2CCC(CO)(CCc3ccccc3)CC2)s1	-27	17	-5	-1	-23
CC(C)(C)NC(=S)NCc1cccnc1	-10	7	-3	-6	5
O=C(Nc1cccnc1)Nc1ccc(F)c(Cl)c1	9	-14	9	-11	6

(next part)
Codes: A = TAAR1 ag; B = M1 antag; C = M1 PAM; D = M1 ag; E = OXTR agonist; F = V1R ag counter; G = CHO parental Ca; H = OXTR potentiator; I = TAAR1 antagonist
> CC1CCCc2sc3nc(NCc4ccco4)n4ncnc4c3c21 (stereo not drawn)
  A: 36; B: -29; C: 8; D: -1; E: -1.8; F: -0.8; G: -45; H: -9; I: -9
> Cc1ccc(S(=O)(=O)N(C)C[C@@H]2OCc3cn(nn3)CCCC(=O)N([C@H](C)CO)C[C@H]2C)cc1
  A: 0; B: 1; C: 3; D: -6; E: nt; F: nt; G: nt; H: nt; I: 0
> O=C(N/N=C/c1ccc[nH]1)c1cc2ccccc2cc1O
  A: 4; B: 2; C: 3; D: -2; E: 0.9; F: 0.8; G: -1; H: -12; I: 16
> CCc1nnc(NC(=O)c2ccc3nc(CC)c(CC)nc3c2)s1
  A: 4; B: 8; C: 1; D: -3; E: 1.4; F: 0.9; G: -25; H: -6; I: 6
> Cc1ccc(Cl)cc1N1CCN(S(=O)(=O)c2ccc3c(c2)OCCO3)CC1
  A: 8; B: -31; C: 1; D: -2; E: -1.2; F: -0.4; G: -1; H: -18; I: 4
> COc1ccc(-c2cnc(N)n2CC2CCCO2)cc1 (stereo not drawn)
  A: 2; B: -4; C: 4; D: -5; E: 1.4; F: 0.4; G: -12; H: -5; I: -21
> Cn1cnc(S(=O)(=O)N2CCc3ccccc32)c1
  A: 5; B: -10; C: 2; D: -3; E: -0.8; F: 0.4; G: -2; H: -7; I: -8
> O=C(CNC(=O)c1ccccc1)NCCc1ccc(O)c(O)c1
  A: 2; B: -3; C: 31*; D: -4; E: 0.2; F: 1.2; G: -17; H: -4; I: -22
> Cc1ccccc1-n1ncc2c1CC(C)(C)CC2NC(=O)CCCN1CCCC1=O (stereo not drawn)
  A: 0; B: -7; C: 5; D: -2; E: -1.2; F: 0.1; G: 5; H: -10; I: -18
> O=S(=O)(c1ccc(Cl)nc1)N1CCc2ccccc21
  A: 1; B: -8; C: 7; D: -4; E: -1.0; F: -0.2; G: 5; H: -2; I: 6
> Cc1ccc(C)c(Cn2c3ccccc3c3cnn(CC(=O)NCc4ccccn4)c(=O)c32)c1
  A: 1; B: -6; C: 2; D: -4; E: 1.6; F: 2.9; G: -24; H: -8; I: -3
> C#CCOCCOCCOCCNc1nc(N2CCN(C(=O)[C@H](CCCN=C(N)N)n3cc(C(N)[C@@H](C)CC)nn3)CC2)nc(N2CCN(C(=O)[C@H](CCC(=O)O)n3cc([C@@H](N)CCCCN)nn3)CC2)n1 (stereo partly drawn)
  A: 0; B: -6; C: 8; D: -1; E: 1.0; F: 0.6; G: 0; H: 3; I: 5
> CN1C(=O)C(C)(C)c2cc(S(=O)(=O)N3CCN(c4ccc(F)cc4)CC3)ccc21
  A: 0; B: 4; C: 0; D: -2; E: 0.0; F: 0.3; G: -3; H: -7; I: 21
> CCC(C)NC(=O)CN(C1CCCCC1)S(C)(=O)=O (stereo not drawn)
  A: 1; B: 1; C: -3; D: -2; E: 0.1; F: 0.2; G: -8; H: -4; I: 15
> C/C(N)=C(/C#N)C(=O)CSc1ncnc2ccccc12
  A: 4; B: -6; C: 6; D: 2; E: 1.9; F: 1.7; G: -2; H: -2; I: -8
> Cc1ccc(C(=O)Nc2ccccc2C(=O)NCC2CCCO2)cc1 (stereo not drawn)
  A: 1; B: 4; C: -1; D: -2; E: -1.4; F: -0.3; G: -9; H: -8; I: 2
> CCC(C)Nc1nc2c(c(=O)[nH]c(=O)n2C)n1CCOc1ccccc1 (stereo not drawn)
  A: 0; B: -1; C: 5; D: -3; E: -0.9; F: 0.0; G: -9; H: -2; I: -8
> COc1ccc(/C=C2\C(=O)ON=C2c2ccccc2)cc1
  A: 0; B: -8; C: 8; D: -3; E: 0.8; F: -0.4; G: -8; H: -2; I: 15
> O=C(Nc1nnc([C@H]2C[C@H](O)[C@@H](CO)O2)s1)Nc1ccccc1C(F)(F)F
  A: 0; B: -14; C: 14; D: -1; E: nt; F: nt; G: nt; H: nt; I: -14
> Cc1cc(C(F)(F)F)nc(SCC(=O)Nc2c(C)n(C)n(-c3ccccc3)c2=O)n1
  A: 1; B: 1; C: -3; D: -2; E: 0.0; F: 1.1; G: -8; H: -10; I: 5
> O=C(NCc1cccnc1)c1cccnc1-c1nc2ccccc2s1
  A: 0; B: -3; C: 1; D: -3; E: -0.3; F: -0.6; G: -1; H: -12; I: 12
> Cc1cccc(C)c1OCCCCCNCCO
  A: 1; B: -15; C: 13; D: 5; E: 0.6; F: 0.9; G: -12; H: 1; I: -1
> COC(=O)CCCC1=CC2=C(c3ccccc3)C(=O)C(C)(OC(=O)C3CCCC3)C(=O)C2=CN1CCCCO (stereo not drawn)
  A: 12; B: -1; C: 6; D: -2; E: 0.9; F: 0.5; G: -4; H: -8; I: -11
> COc1cccc(N2CCN(S(=O)(=O)c3ccc4c(c3)CC(C)N4C(=O)C3CC3)CC2)c1 (stereo not drawn)
  A: 1; B: 3; C: -3; D: -4; E: -0.8; F: -0.2; G: -19; H: -9; I: -6
> CC1(C)CC(=O)C(C=NC2CCCCC2)=C(O)C1
  A: -1; B: -45; C: 10; D: -3; E: 0.4; F: 0.3; G: -12; H: -4; I: 7
> Cc1c(Cl)c(=O)n2c(=O)c(Cl)c(C)n12
  A: 0; B: -5; C: 8; D: -6; E: -1.1; F: 0.4; G: -15; H: -6; I: 10
> O=C(N1CCOCC1)N1CCC(n2nnc3cc(F)ccc32)CC1
  A: 16; B: -11; C: 7; D: -2; E: 1.0; F: 0.8; G: -3; H: -7; I: -5
> CCOC(=O)COc1cc2c3c(c(=O)oc2cc1C)CCCC3
  A: -3; B: 48*; C: -22; D: -5; E: -2.8; F: -1.0; G: -15; H: -8; I: -39
> O=C(Nc1ccccc1)C1=C[C@H](c2ccc3c(c2)OCO3)C[C@H](OCc2ccc(CO)cc2)O1
  A: 6; B: 0; C: 9; D: -3; E: 0.0; F: 1.3; G: -9; H: -8; I: 20
> Cc1c(C(=O)Nc2ccc(F)cc2)oc2ccc(S(=O)(=O)N3CC(C)CC(C)C3)cc12 (stereo not drawn)
  A: -1; B: -9; C: 9; D: -4; E: -0.5; F: 0.8; G: -9; H: -2; I: -8
> COc1ccccc1-n1cc(-c2ccccc2)c2c(=S)nc[nH]c21
  A: 0; B: -6; C: 6; D: 2; E: 1.6; F: 3.5; G: -14; H: -9; I: 6
> COC(=O)c1ccccc1NC(=O)C1CCCC1
  A: 5; B: -5; C: 8; D: -6; E: -2.1; F: -0.9; G: -9; H: -7; I: -10
> Cc1cc(C)c(S(=O)(=O)N2CCC(C(=O)NCc3ccc(Cl)cc3Cl)CC2)c(C)c1
  A: 10; B: 12; C: -3; D: -2; E: 0.3; F: 1.5; G: -8; H: -17; I: 18
> CC(Cc1cccs1)NC(=S)Nc1ccc(Cl)c(Cl)c1 (stereo not drawn)
  A: 16; B: 8; C: -10; D: -6; E: 1.7; F: 6.7; G: -11; H: -10; I: 15
> COc1ccc(S(=O)(=O)N2CCCCCC2)cc1C(=O)N(C)CC(=O)Nc1cc(C)ccc1C
  A: 3; B: -2; C: 6; D: -5; E: nt; F: nt; G: nt; H: nt; I: -14
> CCCCN(C)C(=O)c1cn(CC)c2nc(C)ccc2c1=O
  A: 7; B: -1; C: 9; D: -4; E: 0.7; F: 1.4; G: -2; H: -1; I: 18
> O=C(NCc1n[nH]c(=S)n1-c1ccc(Cl)c(Cl)c1)c1cccs1
  A: 0; B: -3; C: 10; D: -6; E: -0.1; F: 0.4; G: -5; H: -10; I: 4
